NCF1 inh = p47phox (human) inhibition. P14598. p47phox/p22phox peptide binding, fluorescence polarization, 2 h. inhibition, % at 24.7 µM. 220,000 tested, 0.53% active. AID 1274;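 active = inhibition above about 30%, limit read from the data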;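 note: 0% = p47phox with labelled peptide and 100% = labelled peptide alone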
TRPML3 agonist = activates the human TRPML3 channel; Q8TDD5; HEK293 TRPML3-YFP, Fluo-8 calcium fluorescence; 100% = the carbachol control signal; activation, % at 3 µM; 220,000 tested, 0.29% active; AID 1448;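 active = activation above its plate's cutoff, the mean activation of the plate's test wells plus 3 SD, cut at about 12% in these data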;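 note: 0% = DMSO only wells and 100% = carbachol wells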
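Test system: TRPML3-YFP stable HEK293 cells. Doses: single point at 3 µM. Incubation: dye loading 1 h 37 °C then 30 min ambient, 125 s read. Signal: Fluo-8 calcium dye fluorescence, ex 470-495, em 515-575 nm. Measure: percent activation from peak-to-basal fluorescence ratio, scaled between DMSO and carbachol.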
MDM2 E3 inh = inhibitors of human Mdm2 E3 ubiquitin ligase | Q00987 | cell-based MDM2 ubiquitination luciferase reporter, 2 h; 0 = plate control, 100 = twice control, blank-subtracted | signal enhancement, % at 5 µM | 210,000 tested, 0.11% active | AID 1230;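 active = signal enhancement of 30% or more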;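 note: luminescence tracks abundance of the self-degrading MDM2-luciferase fusion protein; higher signal means inhibition of MDM2 E3 ligase activity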
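Assay system: stable mammalian line carrying autodegrading MDM2–luciferase fusion reporter; amount: 2000 cells seeded into each well; buffer or medium: DMEM; benchmarks: plate control and blank wells; signal: luciferase luminescence; timing: 2 h compound exposure at 37 °C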
PPC-1+TRAIL kill = kills PPC-1 cancer cells in the presence of TRAIL; PPC-1 cells + TRAIL, ATPLite viability luminescence; cell killing (% activity), % at 4 µM; 220,000 tested, 0.41% active; AID 1443;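 active = cell killing above 50% in the first pass at 4 µM, then a duplicate retest at 5 µM averaging 50% or more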;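 note: plate controls were cells with TRAIL plus DMSO for no effect and medium-only wells lacking cells for full effect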
Runt-SMMHC FRET = Runt domain-CBFb-SMMHC interaction inhibition; Q01196+Q13951; AID 1434; Cerulean-Runt/Venus-CBFb-SMMHC FRET ratio 530/480, 1 h; inhibition, % at 20 µM; 220,000 tested, 0.74% active;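 active = mean inhibition across duplicate retests at 20 µM reaching about 50%, limit read from the data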;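 note: 0% = DMSO wells and 100% = wells with excess untagged CBFb-SMMHC; inhibitors lower the FRET ratio by blocking Runt binding to CBFb-SMMHC; some results filed as inactive read as strong as hits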
Target sequence (Q01196 whole entry, looked up, the tested form may be a part): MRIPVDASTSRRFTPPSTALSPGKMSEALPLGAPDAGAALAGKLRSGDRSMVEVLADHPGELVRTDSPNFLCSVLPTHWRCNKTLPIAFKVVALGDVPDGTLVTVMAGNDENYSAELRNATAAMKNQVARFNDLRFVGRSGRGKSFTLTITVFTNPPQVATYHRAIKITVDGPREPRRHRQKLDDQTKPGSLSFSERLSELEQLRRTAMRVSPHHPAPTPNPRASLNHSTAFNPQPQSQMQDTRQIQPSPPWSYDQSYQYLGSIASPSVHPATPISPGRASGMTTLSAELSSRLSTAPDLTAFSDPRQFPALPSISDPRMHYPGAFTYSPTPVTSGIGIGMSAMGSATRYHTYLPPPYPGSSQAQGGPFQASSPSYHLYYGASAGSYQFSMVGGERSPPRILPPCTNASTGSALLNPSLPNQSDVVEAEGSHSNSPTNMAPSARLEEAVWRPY
Target sequence (Q13951 whole entry, looked up, the tested form may be a part): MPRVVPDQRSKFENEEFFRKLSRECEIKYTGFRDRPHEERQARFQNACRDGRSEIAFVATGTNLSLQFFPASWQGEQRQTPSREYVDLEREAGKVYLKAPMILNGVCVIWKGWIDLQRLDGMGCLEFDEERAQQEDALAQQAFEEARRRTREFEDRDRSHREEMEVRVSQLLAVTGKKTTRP
EBV gp42 inh = blocks Epstein-Barr virus glycoprotein 42 binding. 220,000 tested, 0.42% active. inhibition, % (tested at 21.74 µM). Q1HVG2. AID 1085. Fluorescence polarization binding assay, mP read-out; in the data active = inhibition above about 50%
Target sequence (Q1HVG2 whole entry, looked up): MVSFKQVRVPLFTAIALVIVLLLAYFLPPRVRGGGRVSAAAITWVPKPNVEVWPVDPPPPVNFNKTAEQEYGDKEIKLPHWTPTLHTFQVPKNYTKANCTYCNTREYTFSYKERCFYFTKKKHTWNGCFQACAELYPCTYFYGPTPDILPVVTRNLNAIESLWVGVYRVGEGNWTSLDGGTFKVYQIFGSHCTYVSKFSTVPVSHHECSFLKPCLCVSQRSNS
zfTRPN1 agonist = activates the zebrafish TRPN1 channel. HEK293 zebrafish TRPN1-YFP, Fluo-8 calcium fluorescence; 100% = response to 87 µM carbachol. activation, % at 3 µM. 220,000 tested, 0.18% active;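 active = activation above its plate's cutoff, the mean activation of test wells on that plate plus 3 SD, cut at about 19% in these data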;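 note: 0% = DMSO alone and 100% = 87 µM carbachol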
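System: zebrafish TRPN1-YFP in HEK293 cells / Dosing: 3 µM single point / Timing: dye loading 1 h at 37 °C, then 30 min room temperature / Signal: Fluo-8 calcium fluorescence, excitation 470-495 nm, emission 515-575 nm / Read-out basis: percent activation from peak over basal fluorescence ratio, control-normalized / Control set: high carbachol 87 µM, low DMSO alone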
CHOP inhibitor = blocks CHOP induction under ER stress | CHO-K1 CHOP-promoter luciferase, tunicamycin-induced, 15-18 h | inhibition, % at 10 µM | 220,000 tested, 3.8% active;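 active = compounds that reduced the stress-induced luciferase reporter signal by more than about 70% of percent inhibition, limit read from the data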;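 note: 0% = tunicamycin plus vehicle and 100% = wells without tunicamycin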
TNF death inh = blocks TNF-alpha induced death of Jurkat FADD-/- cells | activation (protection from cell death), % at 10 µM | Jurkat FADD-/- TNF necroptosis rescue, ATP luminescence, 24 h; 0 = TNF only, 100 = no-TNF cells | 220,000 tested, 0.068% active | AID 463075;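 active = activation, meaning protection from cell death, of at least 50% relative to plate controls; inactive = activation below 50%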;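 note: necroptosis triggered by 40 ng/mL TNF-alpha added together with compound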
* = called active by the depositor; x = not tested or not shown.

SMILES	NCF1 inh	TRPML3 agonist	MDM2 E3 inh	PPC-1+TRAIL kill	Runt-SMMHC FRET	EBV gp42 inh	zfTRPN1 agonist	CHOP inhibitor	TNF death inh
CC1(c2ccccc2)NC(=O)N(CC(=O)NC(=O)NCc2ccco2)C1=O (configuration not stated)	-8	1.1	0	7	-1	-2	-0.1	42	-0.7
CCOC(=O)c1c(NC(=O)c2cc(C)oc2C)sc(C(=O)Nc2ccc(Cl)cc2)c1C	-79	1.4	-5	10	-5	-32	0.8	-8	-3.1
CS(=O)(=O)N(Cc1ccc(Cl)cc1)c1ccc(C(=O)Nc2cccnc2)cc1	-12	2.5	1	10	1	-3	3.1	28	2.2
NC(=O)C1(N2CCCCC2)CCN(CC(=O)Nc2ccc(Oc3ccccc3)cc2)CC1	-15	-0.2	-20	8	3	-26	0.4	25	-1.9
CN(C)/C=N/c1cnc(C(=O)c2ccc(Cl)cc2)n1C	-12	2.2	-7	6	-1	-19	0.8	-17	-2.9
CC(C)Oc1ccc(CNC(=O)CC(c2ccccc2)c2cc(Cl)ccc2O)cc1 (configuration not stated)	-10	-1.7	3	-6	4	9	-2.9	98*	-7.3
Cc1[nH]c2ccccc2c1C(=O)CN1CCSCC1	-14	0.5	1	17	-2	2	2.0	-10	1.0
O=C(Cc1c(C(=O)O)[nH]c2ccccc12)NCCN1CCN(c2ccccc2F)CC1	1	-0.3	-12	5	2	16	0.4	5	0.1
CC1(C)C2CCC(C2)C1(C)NC(=O)CN1CCOCC1 (configuration not stated)	3	1.4	-3	-8	5	-5	1.0	-16	-0.8
Cc1nnc(SCC(N)=O)n1CC1CCCO1 (configuration not stated)	-2	0.0	4	3	1	-2	2.6	14	0.2
COCCCN1C(=O)C(=O)/C(=C(/O)c2ccc(C)cc2)C1c1ccccc1 (configuration not stated)	-14	-0.2	-3	-1	3	-10	1.3	-14	-1.4
Cc1ccc(C)n1-c1ccc(C(=O)/C=C/N(C)C)cc1	-13	0.6	5	12	3	-4	0.7	5	-1.3
O=C(N[C@@H](Cc1ccccc1)C(=O)O)c1c(F)c(F)c(F)c(F)c1F	-6	0.5	x	2	2	-7	0.2	18	-0.2
COCCCn1c(SCC(=O)n2c(C)c(C)c3ccccc32)nnc1-c1ccoc1C	-21	-0.5	-8	22	-2	-3	-0.8	56	-0.6
CCOC(=O)C1CCN(CCC(=O)Nc2ccc(C)c(C)c2)CC1	-13	0.7	-7	-19	-2	-18	0.1	2	2.1
COc1ccc(NC(=O)c2c(NC(=O)CNCc3ccco3)sc3c2CCC3)cc1	-11	-0.1	-5	-1	-5	-20	0.1	-4	0.4
Cc1[nH]n(-c2ccccc2)c(=O)c1N=O	1	-0.6	2	x	x	5	-1.7	20	-3.2
Cc1ccc(NC(=O)CN2C(=O)S/C(=C\c3cccn3C)C2=O)cc1	-43	1.4	-19	12	-33	-35	0.1	-9	-2.4
COCc1nnc(SCC(=O)Nc2cccc(Cl)c2C)n1-c1ccccc1	-7	0.2	0	1	4	0	-1.0	3	1.1
O=C(CCC1COc2ccccc2O1)Nc1cccnc1 (configuration not stated)	-7	0.3	2	0	0	-20	2.4	-38	-0.3
CC(C)C1CC(CCN2CCCCC2)(c2ccccc2)CCO1 (configuration not stated)	0	-0.8	-14	7	1	-5	0.7	1	0.5
Cc1ccc2nc(NC(=O)CCNS(=O)(=O)c3cccs3)sc2c1	-11	0.3	-7	18	-3	-8	0.2	73*	2.9
CCOc1ccc(S(=O)(=O)n2nnc3ccccc32)cc1C	-4	1.2	15	-2	1	-11	0.2	9	-1.4
CN1CCN(/N=C/c2c3ccccc3c(Cl)c3ccccc23)CC1	-6	0.6	-14	9	6	21	-0.4	27	7.3
CN(Cc1ccccn1)Cc1nc(-c2ccc(Cl)cc2)no1	-5	1.9	-96	-1	-2	13	0.9	-5	1.6
COc1ccccc1N1CCN(CCCNC(=O)Nc2ccccc2)CC1	-11	0.2	-10	12	4	-14	-0.4	15	0.3
CCOc1cc(NC(=S)NCc2ccco2)c(OCC)cc1NC(=O)c1ccco1	5	-0.9	-1	-3	0	-2	-0.9	16	1.6
CCOC(=O)c1c(C)[nH]c(C(=O)COC(=O)CNC(=O)c2ccc(Cl)cc2Cl)c1C	-9	1.0	-10	24	-7	-29	-2.4	36	0.0
CCOC(=O)c1[nH]ncc1CN1CCCC(C(=O)c2ccc(C(C)(C)C)cc2)C1 (configuration not stated)	-3	0.9	3	-5	1	-3	1.9	24	3.1
CC(=O)c1cccc(NC(=O)/C(=C\c2ccco2)NC(=O)c2cccs2)c1	-11	0.8	-16	10	25	3	2.7	-4	-3.5

Next section:
SMILES	NCF1 inh	TRPML3 agonist	MDM2 E3 inh	PPC-1+TRAIL kill	Runt-SMMHC FRET	EBV gp42 inh	zfTRPN1 agonist	CHOP inhibitor	TNF death inh
COc1ccc(CNC(=O)C(c2ccncc2)N(C(=O)Cc2cccs2)c2cccnc2)cc1 (configuration not stated)	-8	0.7	x	27	-1	0	0.1	-4	3.8
O=C(CCc1ccccc1)Nc1ccccc1C(=O)N1CCOCC1	1	0.3	-14	9	-3	-6	0.1	11	0.8
CC1Cc2cc(/C(O)=C3/C(=O)C(=O)N(CCCn4ccnc4)C3c3cccnc3)ccc2O1 (configuration not stated)	-12	1.2	-17	0	-1	-11	2.9	44	-2.0
C=CCn1c(-c2csc(-c3ccccc3)n2)n[nH]c1=S	-9	1.3	1	12	10	-13	0.2	-7	-0.5
CC(=O)Nc1cccc(CP(=O)(c2ccccc2)c2ccccc2)c1	-18	0.7	-16	-15	-2	-3	-0.5	3	-0.5
Cc1cc(C)n(CCOc2nonc2N)n1	-7	0.8	2	2	1	-10	0.9	-6	-1.9
Cc1cc(C)n(-c2cc(N3CCN(S(=O)(=O)c4ccc(Cl)cc4)CC3)ccc2[N+](=O)[O-])n1	-8	0.2	2	11	-4	14	-1.2	29	2.5
CC(=O)NS(=O)(=O)c1ccc(NC(=O)CSc2ccccc2)cc1	26	0.3	-6	5	3	11	0.5	-4	0.1
COC(=O)CCNS(=O)(=O)c1ccc2ccccc2c1	-8	0.8	-1	-7	-1	-4	-0.2	5	7.4
COc1ccc(OCC(=O)Nc2ccc(N3CCN(C(=O)c4ccccc4C)CC3)cc2)cc1	-4	3.3	2	2	-4	-7	9.2	37	0.3
O=C(O)Cc1c(-c2ccccc2Cl)c2cc(Br)ccc2[nH]c1=O	-8	0.8	-5	16	1	-7	0.7	5	0.5
CC(C)OCCCNCc1cccs1	-7	0.3	5	-16	-7	-5	0.5	2	0.0
CCOP(=O)(c1ccccc1)C1(O)CCCCC1 (configuration not stated)	-2	0.7	-18	35	-6	0	0.8	-2	0.8
CN1C(=O)[C@@H]2[C@@H]3C[C@@H]([C@H]4ON=C(c5ccc(Cl)cc5)[C@@H]34)[C@@H]2C1=O	-23	1.2	-17	0	1	6	-0.8	29	0.1
COCCOc1ccc(C(F)(F)F)cc1Nc1nc2ccccc2o1	-3	0.6	-23	40	-1	-6	0.7	88*	3.0
COC(=O)CCC/C=C1/SCC(NC(=O)c2ccccc2)C1NC(C)=O (configuration not stated)	4	0.4	-2	18	-2	-7	1.4	3	-0.4
O=C(COc1ccc(C(=O)c2ccccc2)cc1)NC1CCCCCC1	-11	1.8	-7	-1	-2	-1	3.4	45	2.4
CCNC(=S)N1CCN(Cc2ccccc2)CC1	-4	1.3	1	6	-2	-2	0.0	-6	-0.3
N#C/C(=C\c1c(N2CCC(C(N)=O)CC2)nc2ccccn2c1=O)C(=O)NCc1ccco1	-22	1.0	-16	1	107*	-8	1.4	-4	0.1
Cc1ccc(OCCCC(=O)Nc2nc3ccccc3[nH]2)cc1	-7	0.6	6	7	-4	-9	-0.1	-14	-6.4

Further results follow:
SMILES	NCF1 inh	TRPML3 agonist	MDM2 E3 inh	PPC-1+TRAIL kill	Runt-SMMHC FRET	EBV gp42 inh	zfTRPN1 agonist	CHOP inhibitor	TNF death inh
NC(=O)CSc1nc(C23CC4CC(CC(C4)C2)C3)nc2ccccc12	-3	0.1	-14	29	-4	29	-1.1	-79	1.9
O=C(O)CCN1C(=O)CC2(CCCCC2)C1=O	-8	0.6	-7	8	1	-5	0.3	22	-0.4
COC(=O)c1cc(/C=C/c2ccccc2)on1	3	-0.6	-13	0	-9	-2	0.4	16	0.4
Cc1cccc(C)c1NC(=O)C1c2cccc[n+]2CC(=O)N1Cc1ccc2c(c1)OCO2 (configuration not stated)	-22	0.6	-14	6	7	-54	0.4	9	-0.1
CN(C)c1ccc(C(=O)C(O)c2ccccc2)cc1 (configuration not stated)	-5	-0.4	1	22	-9	-10	-0.3	-2	-0.3
O=C(Nc1ccc2c(c1)CCC2)c1ccccc1Br	-10	-1.0	-21	24	-3	2	-1.6	-1	0.3
C=CCSc1nc2c(c(=O)[nH]c(=O)n2C)n1C(C)C	-6	-0.8	-18	1	-6	-8	0.3	16	-3.4

Reformatted with values under each structure: part of the list above.
The line under a structure holds: NCF1 inh	TRPML3 agonist	MDM2 E3 inh	PPC-1+TRAIL kill	Runt-SMMHC FRET	EBV gp42 inh	zfTRPN1 agonist	CHOP inhibitor	TNF death inh
- O=C(Nc1ccc2c(c1)CCC2)c1ccccc1Br
    -10	-1.0	-21	24	-3	2	-1.6	-1	0.3
- COc1ccc(NC(=O)c2c(NC(=O)CNCc3ccco3)sc3c2CCC3)cc1
    -11	-0.1	-5	-1	-5	-20	0.1	-4	0.4
- O=C(N[C@@H](Cc1ccccc1)C(=O)O)c1c(F)c(F)c(F)c(F)c1F
    -6	0.5	x	2	2	-7	0.2	18	-0.2
- O=C(COc1ccc(C(=O)c2ccccc2)cc1)NC1CCCCCC1
    -11	1.8	-7	-1	-2	-1	3.4	45	2.4

Source: PubChem

Compounds were not picked by outcome; about 5.9% have a hit in one of these screens.
